Compound activity from PubChem BioAssay.
PglD DTNB: C. jejuni PglD acetyltransferase inhibitors, primary screen, biochemical, DTNB colorimetric, single point | AID 602405, 2012 | UDP-N-acetylbacillosamine N-acetyltransferase PglD (Campylobacter jejuni) | inhibition, % at 12.5 µM | actives 0.098% (n = 360,000) | purified PglD enzyme, DTNB colorimetric CoA detection; in the data active means inhibition above about 16%, passing the limit was not always enough; further: strong numbers were not always called active
LGR2 inh: inhibitors of bursicon-induced LGR2 CRE-luciferase signal, primary screen, cell-based, HEK293, CRE-luciferase reporter, bursicon stimulation | actives 0.35% (n = 380,000) | AID 720647, 2013 | inhibition, % at 9.99 µM | bursicon-stimulated, 4 h | Drosophila bursicon receptor LGR2 (rickets);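 active means drop in luminescence signal, shown as inhibition above about 50% in the replicate tests, limit read from the data, passing the limit was not always enough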;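 further: agonist challenge used bursicon conditioned medium at about half maximal strength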
EWS-Fli block: EWS/Fli-driven NR0B1 reporter inhibitors, primary screen, A673 cells, NR0B1 luciferase, luminescence, MLPCN library; viability-normalised; AID 651661, 2012; actives 0.67% (n = 350,000); inhibition, % at 12.6 µM;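 active means mean inhibition of at least 50% after viability correction, with every replicate also passing that limit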;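 further: firefly luciferase signal divided by Alamar Blue viability fluorescence both relative to DMSO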
PGC1a acetyl inh: inhibitors of PGC1a acetylation signal, primary screen, cell-based, U2OS, AlphaScreen, inhibitor mode; AlphaScreen anti-acetyl-lysine; with virally co-expressed GCN5 acetyltransferase; inhibition, % at 15.6 µM; actives 0.17% (n = 350,000); AID 651687, 2012;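 active means every replicate shows inhibition of at least 40%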;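 further: 0% = neutral control wells and 100% = positive control wells; some results beyond the cut were filed as inactive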
S100A4 inh HTS: inhibitors of S100A4-myosin IIA peptide binding, primary screen, biochemical, fluorescence polarization, TAMRA-MyoIIA peptide | Protein S100-A4 (Homo sapiens), P26447 | inhibition, % at 10.7 µM | actives 0.14% (n = 360,000) | AID 652163, 2013;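 active means mean inhibition of at least 70% across replicates, with every replicate also reaching that level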
Target sequence (P26447 whole entry, looked up): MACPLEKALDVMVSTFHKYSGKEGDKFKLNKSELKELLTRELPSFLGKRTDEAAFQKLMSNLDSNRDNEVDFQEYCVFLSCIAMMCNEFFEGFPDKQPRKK
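Test system – S100A4 monomer (human) · Compound – single-point compound testing · Schedule – 5 min incubation before reading · Probe or stimulus – TAMRA-labelled myosin IIA heavy-chain peptide probe, 5 nM · Benchmarks – neutral control DMSO, positive control TFP · Medium – Calcium-containing HEPES buffer, pH 7.2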
FN deposition inh: inhibitors of fibronectin matrix deposition, primary screen, AH1F cells, Alexa488-fibronectin fluorescence, plate reader. AH1F fibroblasts, overnight. inhibition, % at 12.6 µM. actives 0.086% (n = 350,000);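 active means mean inhibition across replicates of 30% or more, regardless of how many single replicates reach that level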;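 further: positive control wells lacked labelled fibronectin entirely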
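Measured by – fluorescence 485/525 nm · System – AH1F fibroblast monolayer, labelled fibronectin deposition · Amount – 10000 cells per well · Buffer or medium – serum-reduced DMEM (2% serum) · Doses – single dose, pinned · Also added – fluorescent fibronectin at 24 nM final · Schedule – 1 h cell attachment, overnight exposure to compound and label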
ERAP1 HTS inh: human ERAP1 aminopeptidase inhibitors, primary screen, biochemical, single point, plate reader; recombinant ERAP1, Leu-AMC fluorescence, 60 min; inhibition, % at 10.7 µM; actives 0.15% (n = 340,000); Endoplasmic reticulum aminopeptidase 1 (Homo sapiens), Q9NZ08;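 active means mean replicate inhibition of at least 30%, or all replicates individually reaching that 30% level; inactive means mean below 30% and not every replicate reaching it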;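 further: 0% = neutral control wells and 100% = L-leucinethiol positive control wells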
Target sequence (Q9NZ08 whole entry, looked up): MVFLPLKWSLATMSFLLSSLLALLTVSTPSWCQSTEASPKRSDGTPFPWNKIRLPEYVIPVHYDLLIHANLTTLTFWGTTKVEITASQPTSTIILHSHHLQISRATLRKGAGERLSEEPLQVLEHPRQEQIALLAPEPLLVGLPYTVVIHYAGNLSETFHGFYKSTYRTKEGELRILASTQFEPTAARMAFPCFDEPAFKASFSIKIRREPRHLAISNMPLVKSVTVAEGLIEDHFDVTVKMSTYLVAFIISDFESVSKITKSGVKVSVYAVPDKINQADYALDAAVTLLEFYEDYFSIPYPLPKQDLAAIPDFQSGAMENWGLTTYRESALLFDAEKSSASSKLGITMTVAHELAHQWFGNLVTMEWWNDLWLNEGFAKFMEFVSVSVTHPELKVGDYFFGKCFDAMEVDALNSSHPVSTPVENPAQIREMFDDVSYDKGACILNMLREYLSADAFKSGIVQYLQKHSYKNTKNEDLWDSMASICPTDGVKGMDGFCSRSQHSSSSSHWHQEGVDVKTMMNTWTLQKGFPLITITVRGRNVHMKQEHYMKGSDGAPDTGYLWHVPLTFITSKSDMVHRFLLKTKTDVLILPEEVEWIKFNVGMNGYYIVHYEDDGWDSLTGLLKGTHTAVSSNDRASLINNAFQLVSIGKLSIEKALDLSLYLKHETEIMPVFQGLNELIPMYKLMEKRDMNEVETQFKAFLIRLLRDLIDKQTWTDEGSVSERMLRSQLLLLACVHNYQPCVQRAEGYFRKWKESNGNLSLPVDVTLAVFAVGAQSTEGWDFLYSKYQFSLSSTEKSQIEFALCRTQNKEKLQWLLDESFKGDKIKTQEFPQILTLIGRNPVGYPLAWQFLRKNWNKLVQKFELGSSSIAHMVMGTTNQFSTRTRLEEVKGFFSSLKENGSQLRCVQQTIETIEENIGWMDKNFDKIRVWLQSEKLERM
PAX8 reporter: inhibitors of PAX8-driven TPO luciferase reporter, primary screen, RMG-I cells, single concentration. SteadyGlo, 24 h. actives 1.2% (n = 360,000). inhibition, % at 12.6 µM;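 active means mean replicate inhibition at least 60% with every replicate also reaching 60%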;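 further: luciferase light reporting Pax8 driven TPO promoter activity; plate controls were median of neutral control wells for no effect and mitoxantrone controls for full effect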
Numbers without * were called inactive; · = no result given. Rows are unselected; any-hit rate near 2.1%.

SMILES	PglD DTNB	PAX8 reporter	FN deposition inh	EWS-Fli block	PGC1a acetyl inh	S100A4 inh HTS	ERAP1 HTS inh	LGR2 inh
Cc1cccc(NC(=O)Nc2ccc(Cl)cc2)n1	-1	-100	7	-65	-2	-2	0	-51
C#CCOCCOCCOCCNc1nc(N2CCN(C(=O)C(Cc3ccc(O)cc3)n3cc(C(N)C(C)CC)nn3)CC2)nc(N2CCN(C(=O)C(Cc3ccc(O)cc3)n3cc(C(N)C(C)CC)nn3)CC2)n1 (stereo unspecified)	1	18	-5	1	-21	-5	-3	-11
Cc1nc(N2CCN(Cc3ccc4c(c3)OCO4)CC2)c2cc(-c3ccccc3)sc2n1	·	-3	18	15	-13	4	0	-5
Cc1ccccc1-c1nc(CS(=O)CC(=O)NC2CC2)c(C)o1 (stereo unspecified)	4	3	1	·	3	-1	-1	0
COc1cccc(-c2ccc([C@H]3[C@H]4CN(C(=O)c5ccc(F)cc5)CCCCN4[C@H]3CO)cc2)c1	1	-11	·	5	-2	7	0	3
CC1CCc2nc3ccc(S(=O)(=O)N4CCC(C(=O)N5CCCCC5)CC4)cc3c(C(=O)O)c2C1 (stereo unspecified)	-1	3	-1	-10	4	-2	4	·
Cc1ccc(S(=O)(=O)Nc2cc3c(C(=O)Nc4ccccc4)c(C)oc3c3ccccc23)cc1	-6	35	2	16	-21	-1	0	5
O=C([C@H]1O[C@@H](n2ccc(=O)[nH]c2=O)[C@H](O)[C@@H]1O)N(CCC1=CCCCC1)CC1CC1	4	-1	-5	-16	-8	-2	4	·
O=C(NNC(=O)c1ccc([N+](=O)[O-])cc1C(=O)O)c1ccncc1	-6	2	2	11	8	-6	2	12
COc1cccc(/C=N/n2c(N)c(S(=O)(=O)c3cccs3)c3nc4ccccc4nc32)c1OC	2	-13	-8	·	0	·	·	·
O=C([C@@H]1[C@@H](CO)[C@@H]2Cn3c(ccc(-c4ccccc4)c3=O)[C@H]1N2)N1CCCCC1	4	-18	·	3	·	10	7	-13
CCNC(=O)CC1C(=O)N(c2ccc(OC)cc2)C(=O)N1CCOC (stereo unspecified)	4	-11	-4	0	2	-2	0	12

Shown with two lines to a compound: entries from further up.
Screens in order: PglD DTNB	PAX8 reporter	FN deposition inh	EWS-Fli block	PGC1a acetyl inh	S100A4 inh HTS	ERAP1 HTS inh	LGR2 inh
> Cc1cccc(NC(=O)Nc2ccc(Cl)cc2)n1
    -1	-100	7	-65	-2	-2	0	-51
> C#CCOCCOCCOCCNc1nc(N2CCN(C(=O)C(Cc3ccc(O)cc3)n3cc(C(N)C(C)CC)nn3)CC2)nc(N2CCN(C(=O)C(Cc3ccc(O)cc3)n3cc(C(N)C(C)CC)nn3)CC2)n1 (stereo unspecified)
    1	18	-5	1	-21	-5	-3	-11
> Cc1nc(N2CCN(Cc3ccc4c(c3)OCO4)CC2)c2cc(-c3ccccc3)sc2n1
    ·	-3	18	15	-13	4	0	-5
> Cc1ccccc1-c1nc(CS(=O)CC(=O)NC2CC2)c(C)o1 (stereo unspecified)
    4	3	1	·	3	-1	-1	0
> COc1cccc(-c2ccc([C@H]3[C@H]4CN(C(=O)c5ccc(F)cc5)CCCCN4[C@H]3CO)cc2)c1
    1	-11	·	5	-2	7	0	3
> CC1CCc2nc3ccc(S(=O)(=O)N4CCC(C(=O)N5CCCCC5)CC4)cc3c(C(=O)O)c2C1 (stereo unspecified)
    -1	3	-1	-10	4	-2	4	·
> Cc1ccc(S(=O)(=O)Nc2cc3c(C(=O)Nc4ccccc4)c(C)oc3c3ccccc23)cc1
    -6	35	2	16	-21	-1	0	5
> O=C([C@H]1O[C@@H](n2ccc(=O)[nH]c2=O)[C@H](O)[C@@H]1O)N(CCC1=CCCCC1)CC1CC1
    4	-1	-5	-16	-8	-2	4	·
> O=C(NNC(=O)c1ccc([N+](=O)[O-])cc1C(=O)O)c1ccncc1
    -6	2	2	11	8	-6	2	12
> COc1cccc(/C=N/n2c(N)c(S(=O)(=O)c3cccs3)c3nc4ccccc4nc32)c1OC
    2	-13	-8	·	0	·	·	·
> O=C([C@@H]1[C@@H](CO)[C@@H]2Cn3c(ccc(-c4ccccc4)c3=O)[C@H]1N2)N1CCCCC1
    4	-18	·	3	·	10	7	-13
> CCNC(=O)CC1C(=O)N(c2ccc(OC)cc2)C(=O)N1CCOC (stereo unspecified)
    4	-11	-4	0	2	-2	0	12

More entries
SMILES	PglD DTNB	PAX8 reporter	FN deposition inh	EWS-Fli block	PGC1a acetyl inh	S100A4 inh HTS	ERAP1 HTS inh	LGR2 inh
CC(=O)c1sc(N/N=C\c2ccc(C)cc2)nc1C	·	-144	-2	-51	·	-3	0	-69
OC[C@@H]1CN(Cc2ccncc2)C[C@H](n2cnc3c(NC4CCCC4)ncnc32)O1	-2	8	-36	-3	·	-11	-4	6
CCCN1C(=O)/C(=C/c2ccc3c(c2)OCO3)NC1=S	·	6	0	-5	·	27	0	-5
CN(CC(=O)Nc1ccccc1Br)C(=O)CCc1ccccc1	4	9	-6	-3	·	-2	-1	-7
C=CCSc1nnc(NC(=O)COc2ccccc2)s1	·	-17	34*	-14	·	-2	2	-10
COC(=O)[C@]12C[C@H](CC(=O)N3CCOCC3)C(=O)N(CCC3=CCCCC3)C1=C[C@H](C(C)(C)C)O[C@@H]2C	·	-3	-2	13	·	2	-1	11
COC(=O)[C@H](CC(C)C)N(Cc1ccccc1)S(=O)(=O)N(Cc1ccc(OC)cc1)[C@@H](CC(C)C)C(=O)OC	-8	17	-4	6	·	-2	-2	-5
Cc1ccc(S(=O)(=O)Nc2ccc3c(c2)CC(=O)N([C@@H](C)CO)C[C@@H](C)[C@H](CN(C)S(=O)(=O)c2cccs2)O3)cc1	3	-18	·	12	-5	8	-4	10
Cc1cc(C)n(C(=O)CCCCCCCCC(=O)n2nc(C)cc2C)n1	-1	8	-3	·	6	·	·	·
O=C(c1cccc(F)c1)N1CCCCN2[C@H](C1)[C@H](c1ccc(-c3cccnc3)cc1)[C@@H]2CO	8	-6	·	·	-6	-4	2	-10
CC(C)NC(=O)Nc1ccc2c(c1)C(=O)N([C@@H](C)CO)C[C@@H](C)[C@H](CN(C)CC1CC1)OCCCC[C@@H](C)O2	0	-11	·	0	-11	3	-2	-1
O=C(O)c1cc(S(=O)(=O)NCCN2CCNC2=O)ccc1O	2	15	-3	-5	9	-2	-3	-17
O=C(CCCOc1ccc(Cl)cc1Cl)N/N=C/c1ccco1	·	9	20	4	·	-3	-5	0
Cc1nc2c(OCc3ccc(Cl)cc3)cccn2c1N(C)Cc1cccs1	8	-69	-4	5	-14	-3	2	-30
Cc1noc(C)c1NC(=O)Nc1ccc2c(c1)C(=O)N([C@@H](C)CO)C[C@H](C)[C@H](CN(C)Cc1ccccc1)OCCCC[C@H](C)O2	2	0	-6	1	-4	9	-1	5
COc1ccc(CCNC(=O)c2ccc(OC)c(OC)c2)cc1OC	3	11	1	5	5	4	-2	3
CCn1c(SCC(=O)Nc2ccc(OC)cc2)nc2nc3c(cc2c1=O)COC(C)(C)C3	6	-6	9	4	-3	-4	1	-4
CCOc1ccc(/C=C(\C#N)C(=O)c2c(C)[nH]c3ccccc23)cc1OC	-1	-3	1	-9	·	1	-9	36
CC(C)CC(=O)Nc1ccc(C(=O)NN2C(=O)c3ccccc3C2=O)cc1	-3	18	12	·	20	·	·	9
C[C@H]1CN([C@@H](C)CO)C(=O)Cc2cc(NC(=O)Nc3cccc4ccccc34)ccc2O[C@H]1CN(C)S(=O)(=O)c1ccc(Cl)cc1	1	-65	-11	-5	0	15	-1	6
Cc1ccc2cc(CN(CC(C)C)S(=O)(=O)c3cccc4nonc34)c(=O)[nH]c2c1	2	20	-4	-8	16	-4	4	18
CCc1nc2c(OCc3ccccc3)cccn2c1N(C)C(=O)c1ccc2c(c1)OCO2	0	-14	-8	-1	15	-14	0	-3
O=S(=O)(NCC[C@@H]1CC[C@@H](NS(=O)(=O)c2ccccc2Cl)[C@@H](CO)O1)c1ccc(F)cc1	2	5	·	-4	-1	-6	2	34
CC(=O)N1CCN(S(=O)(=O)c2ccc3c(c2)CCC(=O)N3)CC1	2	-10	-4	-1	-3	1	5	-15
Cc1noc(C)c1NC(=O)Nc1ccc2c(c1)C(=O)N([C@H](C)CO)C[C@@H](C)[C@@H](CN(C)Cc1ccc(-c3ccccc3)cc1)O2	9	10	·	6	3	14	-2	-6
CN(C)CCCNC(=O)C[C@H]1C=C[C@H](NC(=O)Cc2cccnc2)[C@H](CO)O1	1	-7	11	0	5	-2	1	-14
O=S(=O)(/C=C/c1ccccc1)Oc1ccccc1	-3	·	·	11	3	3	-11	-12
Cc1ccc(S(=O)(=O)Nc2ccc3c(c2)C(=O)N([C@H](C)CO)C[C@@H](C)[C@@H](CN(C)Cc2ccc(Cl)c(Cl)c2)O3)cc1	1	·	·	12	-13	4	-2	-1
CC12CCC(=O)N1C(C(=O)Nc1nc(-c3ccc(F)cc3)cs1)CS2 (stereo unspecified)	·	-2	0	-6	·	-12	-1	-20
O=C1NC[C@H](CCCCN2C[C@H](Cc3ccc(O)cc3)N(CCc3ccccc3)C(=O)C2=O)N(CCc2ccccc2)C1=O	·	8	5	0	·	4	-4	-8
Clc1ccccc1-c1nnc2sc(C3COc4ccccc4O3)nn12 (stereo unspecified)	-1	·	4	·	11	·	·	-2
CC(C)c1ccccc1OCCCN1CCCC1	-1	8	-9	14	·	-1	0	1
CCc1nc2c(OCC(=O)c3ccc(Cl)cc3Cl)cccn2c1N(C)C(=O)COc1ccccc1	-2	11	-3	-2	-5	4	-2	-9
Clc1ccc2nc(-c3ccccc3)nc(C(Cl)Cl)c2c1	8	32	4	68*	10	-4	-1	-6
Cc1csc(SC(C)C(=O)NCC2CCCO2)n1 (stereo unspecified)	9	1	4	-5	·	11	-1	-7
Oc1c(C(Nc2ccccn2)c2ccccn2)ccc2cccnc12 (stereo unspecified)	0	37	7	·	30	2	9	8
CC(Oc1ccccc1Cl)C(=O)Nc1ccc(S(=O)(=O)Nc2nccs2)cc1 (stereo unspecified)	-3	-21	7	9	·	-19	-2	-5
COc1ccc2[nH]c(=O)c(CN(Cc3cccnc3)Cc3nnnn3CC3CCCO3)cc2c1 (stereo unspecified)	·	2	-10	-12	-5	-4	-4	5
Cc1nc2ncnn2c(C)c1Cc1cccc(F)c1	0	10	-7	14	·	5	-4	19
C[C@H](CO)N1C[C@H](C)[C@@H](CN(C)S(=O)(=O)c2ccc([N+](=O)[O-])cc2)OCc2ccccc2-c2c(n(C)c3ccccc23)C1=O	·	16	12	15	·	7	0	8
COc1ccc(Cc2c(-c3ccc(C)cc3)nc3cc(C)c(Br)c(C)n23)c(C)c1	-2	26	-7	-22	34	-3	2	-5
Cc1[nH]c2ccccc2c1C(=O)C(=O)N1CCCc2ccccc21	·	-6	2	-7	·	-5	2	·
COc1cc(/C=N/NC(=O)C(=O)N2CCCC2)ccc1O	-4	·	3	·	-26	·	·	17
